PP1 counter – PP1-alpha phosphatase inhibitors, primary screen, counter-screen for PP5 inhibitor project, biochemical, fluorescence, OMFP substrate, single point; Serine/threonine-protein phosphatase PP1-alpha catalytic subunit (Homo sapiens), P62136; purified PP1alpha; inhibition, % at 6.7 µM; hit rate 0.9% among 320,000; AID 2235, 2010;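 active means inhibition above the mean inhibition of all tested compounds plus 3 SD, computed separately for each screening campaign, cut at about 15% in these data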
Target sequence (P62136 whole entry, looked up): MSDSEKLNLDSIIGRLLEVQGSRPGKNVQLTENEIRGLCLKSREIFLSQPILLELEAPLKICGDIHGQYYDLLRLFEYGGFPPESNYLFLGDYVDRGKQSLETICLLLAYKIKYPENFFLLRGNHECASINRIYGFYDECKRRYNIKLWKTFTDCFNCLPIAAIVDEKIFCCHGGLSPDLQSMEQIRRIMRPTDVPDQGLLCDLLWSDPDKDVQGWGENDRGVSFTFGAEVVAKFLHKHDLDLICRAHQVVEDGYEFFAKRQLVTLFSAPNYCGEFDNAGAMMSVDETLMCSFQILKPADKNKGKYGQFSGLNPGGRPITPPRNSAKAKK
core dimer inh – inhibitors of HCV core protein dimerization, primary screen, biochemical, TR-FRET, high-throughput; TR-FRET GST/Flag-core106 dimerization, 1536-well; inhibition, % at 5 µM; hit rate 0.33% among 300,000; AID 1899, 2009;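 active means inhibition above the mean of all tested compounds plus 3 SD, set per screening campaign, cut at about 45% in these data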
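Material: GST/Flag-tagged HCV core106 proteins. Incubation: 4 h, 22.5 °C incubation. Read-out basis: inhibition (%) from 671 over 617 nm ratio. Measured by: TR-FRET, excitation 340 nm, emission 617 and 671 nm.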
VLA-4 inh – inhibition in human VLA-4 binding assay, primary screen, VLA-4 allosteric modulator project, MLPCN library, flow cytometry, VLA-4 expressing cells. ligand binding flow cytometry. Integrin alpha-4 (Homo sapiens), P13612. hit rate 0.2% among 330,000. inhibition, % (about 7 µM as worked out from the volumes in the protocol); in the data active means inhibition above about 50%
CTSL1 counter – Fasciola hepatica cathepsin L1 inhibitors, primary screen, counter-screen for PFM18AAP inhibitor project, biochemical, QFRET, fluorogenic peptide substrate; recombinant F. hepatica cathepsin L1, Z-Leu-Arg-MCA fluorescence; hit rate 0.49% among 300,000; inhibition, % at 5.96 µM; AID 1906, 2009;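 active means inhibition above the mean of all tested compounds plus 3 SD, set per screening campaign, cut at about 17% in these data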;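 further: 0% = plate median of test compound wells and 100% = 1 µM Z-Phe-Ala-diazomethylketone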
procasp3 activ – activators of human procaspase-3 D3A mutant, primary screen, biochemical, absorbance, PC-3 D3A mutant, single concentration; Caspase-3 (Homo sapiens), P42574; recombinant procaspase-3 D3A, Ac-DEVD-pNA absorbance 405 nm; activation, % at 8.5 µM; hit rate 0.11% among 330,000; AID 463141, 2010;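 active means activation above the mean of all tested compounds plus 3 SD, cut at about 21% in these data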;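 further: 0% = DMSO alone and 100% = DMSO wells spiked with extra 5 µM PC-3 D3A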
Target sequence (P42574 whole entry D9A/D28A/D175A): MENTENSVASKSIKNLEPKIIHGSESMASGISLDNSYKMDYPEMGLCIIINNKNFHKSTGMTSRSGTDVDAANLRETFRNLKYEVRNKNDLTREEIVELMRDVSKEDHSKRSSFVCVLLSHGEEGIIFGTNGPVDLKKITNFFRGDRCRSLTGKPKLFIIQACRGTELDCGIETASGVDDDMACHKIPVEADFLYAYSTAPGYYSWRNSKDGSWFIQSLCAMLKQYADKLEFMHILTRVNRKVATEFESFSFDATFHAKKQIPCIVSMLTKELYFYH
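Assay system: Procaspase-3 D3A mutant, all three cleavage aspartates alanine. Buffer or medium: Zinc-free HEPES saline buffer with Triton X-100. Times: 1 h compound preincubation, 2 h substrate hydrolysis at 25 °C. Measured by: 405 nm absorbance of p-nitroaniline, reads at 0 and 120 min. Read-out basis: percent activation relative to control range. Replicates: singlicate.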
PP5 inh – PP5 phosphatase inhibitors, primary screen, biochemical, fluorescence; Serine/threonine-protein phosphatase 5 (Homo sapiens), P53041; purified PP5c, OMFP substrate fluorescence; inhibition, % at 6.7 µM; hit rate 0.18% among 320,000; AID 1987, 2009;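 active means inhibition above the campaign's mean inhibition across all tested compounds plus 3 SD, cut at about 9.5% in these data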;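 further: 0% = DMSO only and 100% = 100 µM cantharidin control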
Target sequence (P53041 whole entry, looked up): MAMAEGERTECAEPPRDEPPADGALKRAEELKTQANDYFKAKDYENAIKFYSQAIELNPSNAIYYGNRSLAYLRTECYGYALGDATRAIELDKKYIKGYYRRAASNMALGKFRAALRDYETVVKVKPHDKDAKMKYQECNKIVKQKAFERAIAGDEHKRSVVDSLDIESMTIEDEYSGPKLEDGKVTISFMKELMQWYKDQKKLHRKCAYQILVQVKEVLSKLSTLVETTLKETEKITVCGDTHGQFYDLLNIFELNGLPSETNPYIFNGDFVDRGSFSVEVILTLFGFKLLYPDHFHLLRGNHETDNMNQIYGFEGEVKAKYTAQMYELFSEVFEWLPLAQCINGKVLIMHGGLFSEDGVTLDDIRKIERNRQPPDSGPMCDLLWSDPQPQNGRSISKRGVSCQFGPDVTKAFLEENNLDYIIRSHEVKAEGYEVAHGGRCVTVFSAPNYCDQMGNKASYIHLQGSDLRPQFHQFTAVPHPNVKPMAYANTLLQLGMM
GASC-1 inh – inhibitors of GASC-1 histone demethylase, primary screen, biochemical, fluorescence, DELFIA europium; Lysine-specific demethylase 4C (Homo sapiens), Q9H3R0; GST-JMJD2C(1-420) H3K9me3 demethylation; inhibition, % at 2.35 µM; hit rate 0.069% among 330,000; AID 2099, 2009;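 active means more than half of a compound's replicate wells show inhibition beyond 50%, single wells judged on their own value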;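 further: signal counts dimethyl H3K9 product captured on neutravidin plate; 0% = median of DMSO wells and 100% = 0.3 times that DMSO median; strong numbers were not always called active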
GRK2 aptamer HTS – compounds blocking aptamer binding on GRK2 – biochemical, human GRK2, bead flow cytometry, HTS, primary screen. FAM-aptamer displacement from GRK2. inhibition of aptamer binding, % at 10 µM. hit rate 0.59% among 330,000. AID 488847, 2010;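 active means inhibition of aptamer binding above 40%, roughly 3 SD of noise, on plates passing a quality check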;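 further: median bead fluorescence of bound FAM aptamer so fluorescent compounds give negative values; no value below 0 was filed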
proCasp7 act – procaspase-7 activators, primary screen, counter-screen for procaspase-3 activator project, biochemical, absorbance, HTS, human | activation, % at 8.5 µM | recombinant procaspase-7, Ac-DEVD-pNA absorbance 405 nm; D23A/D198A/D206A triple mutant, cannot self-cleave; scale: DMSO 0, 5 µM enzyme 100 | hit rate 0.093% among 330,000 | Caspase-7 (Homo sapiens), P55210 | AID 463210, 2010;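 active means percent activation above the screen-wide mean plus 3 SD, cut at about 25% in these data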
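Assay system – Uncleavable procaspase-7 mutant enzyme · Quantity – 2 µM procaspase-7 mutant as dispensed · Times – 1 h preincubation, 2 h reaction · Dosing – single nominal 8.5 µM compound dose, 0.8% DMSO final · Buffer or medium – Zinc-free 50 mM HEPES buffer, pH 7.4, with NaCl and Triton X-100 · Detection – Epi-absorbance of released pNA at 405 nm, two timepoints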
Numbers without * were called inactive.

Results for O=C(Cc1cccs1)NCc1cc(Cl)cc(Cl)c1 ?
PP1 counter: -1; core dimer inh: 4; VLA-4 inh: 16; CTSL1 counter: -8; procasp3 activ: -3; PP5 inh: 1.1; GASC-1 inh: 13; GRK2 aptamer HTS: 4; proCasp7 act: 1

Results for Cc1cn(C2OC(COC(=O)c3ccccc3)C(O)C2O)c(=O)[nH]c1=O (stereo not given) ?
PP1 counter: -1; core dimer inh: -4; VLA-4 inh: -12; CTSL1 counter: -9; procasp3 activ: 1; PP5 inh: 3.1; GASC-1 inh: 25; GRK2 aptamer HTS: 0; proCasp7 act: -8

Results for COc1ccc2c(=O)c3c(=O)n(-c4ccccc4)c(-c4ccco4)nc3oc2c1 ?
PP1 counter: -4; core dimer inh: -5; VLA-4 inh: 6; CTSL1 counter: -4; procasp3 activ: -11; PP5 inh: -1.7; GASC-1 inh: -2; GRK2 aptamer HTS: 0; proCasp7 act: -11

What do the screens show for `COc1cc(C(=O)NCCC(=O)N2CCN(C)CC2)cc(OC)c1OC`?
PP1 counter: -1; core dimer inh: 3; VLA-4 inh: 9; CTSL1 counter: 1; procasp3 activ: 6; PP5 inh: 2.6; GASC-1 inh: 5; GRK2 aptamer HTS: 2; proCasp7 act: -3

How did COc1ccc(/C=C/c2ccc3c(Br)ccc(O)c3n2)cc1 do in these assays?
PP1 counter: 22*; core dimer inh: 0; VLA-4 inh: 14; CTSL1 counter: -1; procasp3 activ: 16; PP5 inh: 0.9; GASC-1 inh: -7; GRK2 aptamer HTS: 0; proCasp7 act: 17

Results for CN(C)c1ccc(-n2cccc2/C=N/n2cnnc2)cc1 ?
PP1 counter: 3; core dimer inh: 1; VLA-4 inh: 1; CTSL1 counter: 0; procasp3 activ: 2; PP5 inh: 1.4; GASC-1 inh: -1; GRK2 aptamer HTS: 2; proCasp7 act: -6

What do the screens show for `Cc1ccc(C)c(N(C(=O)CS(=O)CC(=O)Nc2ccc3c(c2)OCO3)C(C)C(=O)NC2CCCC2)c1` (stereo not given)?
PP1 counter: -1; core dimer inh: -5; VLA-4 inh: -18; CTSL1 counter: 0; procasp3 activ: -3; PP5 inh: 0.8; GASC-1 inh: 3; GRK2 aptamer HTS: 0; proCasp7 act: -4

What do the screens show for `Cc1ccc(C)c(NC(=O)c2oc(=O)c3ccccc3c2-c2ccccc2)c1`?
PP1 counter: 2; core dimer inh: 13; VLA-4 inh: 5; CTSL1 counter: -1; procasp3 activ: -6; PP5 inh: -0.8; GASC-1 inh: 2; GRK2 aptamer HTS: 1; proCasp7 act: -2

How did Cc1ccc(-c2onc3ccc(C4(C)OCCO4)cc23)cc1 do in these assays?
PP1 counter: 1; core dimer inh: -10; VLA-4 inh: 10; CTSL1 counter: 2; procasp3 activ: 0; PP5 inh: -0.8; GASC-1 inh: 14; GRK2 aptamer HTS: 1; proCasp7 act: -2

What do the screens show for `Cc1ccc(S(=O)(=O)Cn2nnnc2C(c2ccc(F)cc2)N2CCC(C(N)=O)CC2)cc1` (stereo not given)?
PP1 counter: -1; core dimer inh: -1; VLA-4 inh: 3; CTSL1 counter: 1; procasp3 activ: -1; PP5 inh: -1.2; GASC-1 inh: -24; GRK2 aptamer HTS: 0; proCasp7 act: 10

How did Cc1ccc(NC(=O)CSc2ccccc2NC(=O)c2ccccc2)cc1Cl do in these assays?
PP1 counter: 3; core dimer inh: 9; VLA-4 inh: -2; CTSL1 counter: 3; procasp3 activ: 7; PP5 inh: -0.6; GASC-1 inh: 13; GRK2 aptamer HTS: 1; proCasp7 act: 11

Results for COc1ccc(CNC(=O)Nc2cccc3ccccc23)cc1 ?
PP1 counter: 9; core dimer inh: 11; VLA-4 inh: 17; CTSL1 counter: -3; procasp3 activ: -1; PP5 inh: -0.6; GASC-1 inh: 27; GRK2 aptamer HTS: 0; proCasp7 act: 6

Two compounds picked at random from the list so far, as already listed:
How did Cc1ccc(NC(=O)CSc2ccccc2NC(=O)c2ccccc2)cc1Cl do in these assays?
PP1 counter: 3; core dimer inh: 9; VLA-4 inh: -2; CTSL1 counter: 3; procasp3 activ: 7; PP5 inh: -0.6; GASC-1 inh: 13; GRK2 aptamer HTS: 1; proCasp7 act: 11

Results for O=C(Cc1cccs1)NCc1cc(Cl)cc(Cl)c1 ?
PP1 counter: -1; core dimer inh: 4; VLA-4 inh: 16; CTSL1 counter: -8; procasp3 activ: -3; PP5 inh: 1.1; GASC-1 inh: 13; GRK2 aptamer HTS: 4; proCasp7 act: 1

Following part:
Results for CC(OC(=O)c1cccnc1)C(=O)NCc1ccc2c(c1)OCO2 (stereo not given) ?
PP1 counter: -2; core dimer inh: -8; VLA-4 inh: 16; CTSL1 counter: -1; procasp3 activ: -1; PP5 inh: -3.2; GASC-1 inh: -7; GRK2 aptamer HTS: 0; proCasp7 act: -5

Results for CN(C)C(=O)C1Cc2ccccc2CN1S(=O)(=O)c1ccc(F)cc1 (stereo not given) ?
PP1 counter: -1; core dimer inh: -1; VLA-4 inh: 3; CTSL1 counter: -4; procasp3 activ: -13; PP5 inh: -0.9; GASC-1 inh: -25; GRK2 aptamer HTS: 1; proCasp7 act: -9

What do the screens show for `O=C(CCCN1C(=O)/C(=C/c2ccccc2)SC1=S)Nc1cccc(O)c1`?
PP1 counter: 6; core dimer inh: 15; VLA-4 inh: 14; CTSL1 counter: 8; procasp3 activ: -3; PP5 inh: 2.1; GASC-1 inh: 1; GRK2 aptamer HTS: 4; proCasp7 act: -10

How did Cc1cc(C(=O)CN2C(=O)c3ccccc3S2(=O)=O)c(C)n1CC1CCCO1 (stereo not given) do in these assays?
PP1 counter: 0; core dimer inh: 1; VLA-4 inh: 21; CTSL1 counter: 1; procasp3 activ: 7; PP5 inh: 4.2; GASC-1 inh: 5; GRK2 aptamer HTS: 0; proCasp7 act: 2

Results for Clc1ccc(-c2csc(N/N=C/c3ccco3)n2)cc1 ?
PP1 counter: -1; core dimer inh: 4; VLA-4 inh: 0; CTSL1 counter: 2; procasp3 activ: 5; PP5 inh: -0.6; GASC-1 inh: -12; GRK2 aptamer HTS: 0; proCasp7 act: -1

What do the screens show for `CCOC(=O)Cn1c(CN(C)Cc2ccccc2)nc2c1c(=O)n(C)c(=O)n2C`?
PP1 counter: -2; core dimer inh: 0; VLA-4 inh: 11; CTSL1 counter: -1; procasp3 activ: 13; PP5 inh: 0.9; GASC-1 inh: -2; GRK2 aptamer HTS: 1; proCasp7 act: 8

How did CC(C)c1ccc(O)c(C(=O)c2cnn(-c3ccccc3)c2)c1 do in these assays?
PP1 counter: -2; core dimer inh: 3; VLA-4 inh: -4; CTSL1 counter: 2; procasp3 activ: -15; PP5 inh: 1.6; GASC-1 inh: -7; proCasp7 act: 2

Results for CCn1c(SCC(=O)NCc2ccc3c(c2)OCO3)nc2c(c1=O)SCC2 ?
PP1 counter: -1; core dimer inh: 10; VLA-4 inh: 22; CTSL1 counter: 3; procasp3 activ: -12; PP5 inh: 0.5; GASC-1 inh: 11; GRK2 aptamer HTS: 3; proCasp7 act: -12

How did CCC(c1nnnn1CS(=O)(=O)c1ccc(C)cc1)N1CCC(C(N)=O)CC1 (stereo not given) do in these assays?
PP1 counter: -2; core dimer inh: -17; VLA-4 inh: 0; CTSL1 counter: 5; procasp3 activ: 4; PP5 inh: -0.2; GASC-1 inh: -3; GRK2 aptamer HTS: 0; proCasp7 act: -1

Results for CCn1cc(C(=O)NCc2ccccc2F)c(=O)c2ccc(C)nc21 ?
PP1 counter: 3; core dimer inh: -2; VLA-4 inh: 40; CTSL1 counter: -3; procasp3 activ: -3; PP5 inh: -1.1; GASC-1 inh: -3; GRK2 aptamer HTS: 0; proCasp7 act: 8

Results for CCOc1ccccc1Oc1ccc(C(F)(F)F)cn1 ?
PP1 counter: -5; core dimer inh: 7; VLA-4 inh: 10; CTSL1 counter: 5; procasp3 activ: -7; PP5 inh: 0.0; GASC-1 inh: 12; GRK2 aptamer HTS: 3; proCasp7 act: -3

Results for CC(=O)c1ccc(N2CCN(c3ccc(C(F)(F)F)cn3)CC2)cc1 ?
PP1 counter: 6; core dimer inh: 24; VLA-4 inh: 10; CTSL1 counter: 0; procasp3 activ: -6; PP5 inh: 1.0; GASC-1 inh: -11; GRK2 aptamer HTS: 0; proCasp7 act: -13

How did CCCCC(=O)N(c1ccc(OCC)cc1)C1C=CS(=O)(=O)C1 (stereo not given) do in these assays?
PP1 counter: -3; core dimer inh: -1; VLA-4 inh: 13; CTSL1 counter: 2; procasp3 activ: -6; PP5 inh: -0.3; GASC-1 inh: 5; GRK2 aptamer HTS: 8; proCasp7 act: 3

What do the screens show for `CCC(C)NS(=O)(=O)c1ccc(NC(=O)c2c(-c3ccccc3)noc2C)cc1` (stereo not given)?
PP1 counter: -1; core dimer inh: 3; VLA-4 inh: 37; CTSL1 counter: 4; procasp3 activ: 7; PP5 inh: 2.2; GASC-1 inh: 24; GRK2 aptamer HTS: 0; proCasp7 act: 12

Results for O=C(N1CCOCC1)N1CCN(S(=O)(=O)c2cccc([N+](=O)[O-])c2)CC1 ?
PP1 counter: 6; core dimer inh: 0; VLA-4 inh: 0; CTSL1 counter: -5; procasp3 activ: 6; PP5 inh: -0.8; GASC-1 inh: 6; GRK2 aptamer HTS: 1; proCasp7 act: 8

Results for O=C(NCc1ccc2[nH]c3c(c2c1)CCCC3)c1ccc(S(=O)(=O)N2CCCCC2)cc1 ?
PP1 counter: 4; core dimer inh: 42; VLA-4 inh: -9; CTSL1 counter: 0; procasp3 activ: 9; PP5 inh: 3.0; GASC-1 inh: 8; GRK2 aptamer HTS: 4; proCasp7 act: 1

In the list so far, these have an NH in an aromatic ring.
Results for Cc1cn(C2OC(COC(=O)c3ccccc3)C(O)C2O)c(=O)[nH]c1=O (stereo not given) ?
PP1 counter: -1; core dimer inh: -4; VLA-4 inh: -12; CTSL1 counter: -9; procasp3 activ: 1; PP5 inh: 3.1; GASC-1 inh: 25; GRK2 aptamer HTS: 0; proCasp7 act: -8

Results for O=C(NCc1ccc2[nH]c3c(c2c1)CCCC3)c1ccc(S(=O)(=O)N2CCCCC2)cc1 ?
PP1 counter: 4; core dimer inh: 42; VLA-4 inh: -9; CTSL1 counter: 0; procasp3 activ: 9; PP5 inh: 3.0; GASC-1 inh: 8; GRK2 aptamer HTS: 4; proCasp7 act: 1

Source: PubChem BioAssay
